PGC1a acetyl inh – lowers PGC1a acetylation signal in U2OS cells | AlphaScreen anti-acetyl-lysine; with virally co-expressed GCN5 acetyltransferase | inhibition, % at 15.6 µM | 0.17% of 350,000 active | AID 651687;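 active = every replicate shows inhibition of at least 40%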;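 note: 0% = neutral control wells and 100% = positive control wells; some results beyond the cut were filed as inactive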
RAD54 inh – RAD54 (human) branch migration inhibition | inhibition, % at 10.4 µM | AID 602329 | RAD54 Holliday junction branch migration, FAM/BHQ fluorescence | 0.14% of 360,000 active | Q92698;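 active = mean normalized replicate activity at least 40 and at least half of replicates scoring 40 or more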;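 note: 0% = median of neutral control wells and 100% = median of positive control wells; inhibitors cause a drop in the FAM fluorescence signal; in these data hits start at about 50%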
Cneo AK release – causes C. neoformans cell lysis; 0.2% of 360,000 active; adenylate kinase release luminescence, 4 h; normalised: neutral wells 0, clomiphene wells 100; lysis activity, % at 15 µM; AID 651654;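 active = mean lysis activity across replicates of at least 80%, whatever share of replicates individually reach that level; inactive = mean lysis activity below 80%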
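Assay system: Cryptococcus neoformans yeast cells / Dosing: single-point compound dose / Timing: 4 h at 37 °C static, read 1 h later / Measured by: luminescence of released adenylate kinase using an AK detection reagent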
ERAP1 inh – blocks human ERAP1 aminopeptidase activity; inhibition, % at 10.7 µM; AID 652197; 0.15% of 340,000 active; recombinant ERAP1, Leu-AMC fluorescence, 60 min;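 active = mean replicate inhibition of at least 30%, or all replicates individually reaching that 30% level; inactive = mean below 30% and not every replicate reaching it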;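 note: 0% = neutral control wells and 100% = L-leucinethiol positive control wells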
miR122 inh – miR-122 inhibition in Huh7 cells. Huh7 miR-122 Renilla luciferase sensor, 48 h; neutral wells = 0, positive control = 100. AID 602342. activation (reporter increase), % at 12.5 µM. 0.3% of 340,000 active;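 active = mean replicate activation score at least 90 and every replicate individually at or above 90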;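 note: higher luciferase means less miR-122 activity so hits act as miR-122 inhibitors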
PglD inh – blocks C. jejuni PglD acetyltransferase activity; inhibition, % at 12.5 µM; 0.098% of 360,000 active; purified PglD enzyme, DTNB colorimetric CoA detection; in the data active = inhibition above about 16%, passing the limit was not always enough; note: strong numbers were not always called active
RAD52 inh – inhibitors of human RAD52 DNA annealing. P43351. recombinant RAD52 DNA annealing, FRET fluorescence. inhibition, % at 18.7 µM. 0.46% of 360,000 active. AID 651710;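 active = every replicate showing at least 50% inhibition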
Target sequence (P43351 whole entry, looked up): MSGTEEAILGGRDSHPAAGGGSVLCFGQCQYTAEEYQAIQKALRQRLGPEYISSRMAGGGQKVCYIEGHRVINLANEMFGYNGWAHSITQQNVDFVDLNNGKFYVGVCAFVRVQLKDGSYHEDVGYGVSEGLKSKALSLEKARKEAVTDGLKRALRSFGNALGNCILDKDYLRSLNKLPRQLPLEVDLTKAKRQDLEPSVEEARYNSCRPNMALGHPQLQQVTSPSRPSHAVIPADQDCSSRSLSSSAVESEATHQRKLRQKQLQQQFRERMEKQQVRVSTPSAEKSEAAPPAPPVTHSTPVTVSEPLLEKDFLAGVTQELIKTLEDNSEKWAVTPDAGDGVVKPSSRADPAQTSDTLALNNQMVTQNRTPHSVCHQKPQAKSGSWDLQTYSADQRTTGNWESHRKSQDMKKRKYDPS
E-sel inducer – E-selectin induction on HUVECs | HUVEC E-selectin immunofluorescence imaging; normalized: neutral wells 0, TNF-alpha wells 100 | activation, % at 7.58 µM | 0.37% of 260,000 active;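 active = mean E-selectin-positive cell signal at least 10% of the positive control, reached in at least 60% of replicates, without over 20% cell loss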;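 note: in these data hits start at about 27%; measured in HUVEC primary endothelial cells; signal is the percent of cells scored E-selectin positive by PE staining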
Target sequence (P16581 whole entry, looked up): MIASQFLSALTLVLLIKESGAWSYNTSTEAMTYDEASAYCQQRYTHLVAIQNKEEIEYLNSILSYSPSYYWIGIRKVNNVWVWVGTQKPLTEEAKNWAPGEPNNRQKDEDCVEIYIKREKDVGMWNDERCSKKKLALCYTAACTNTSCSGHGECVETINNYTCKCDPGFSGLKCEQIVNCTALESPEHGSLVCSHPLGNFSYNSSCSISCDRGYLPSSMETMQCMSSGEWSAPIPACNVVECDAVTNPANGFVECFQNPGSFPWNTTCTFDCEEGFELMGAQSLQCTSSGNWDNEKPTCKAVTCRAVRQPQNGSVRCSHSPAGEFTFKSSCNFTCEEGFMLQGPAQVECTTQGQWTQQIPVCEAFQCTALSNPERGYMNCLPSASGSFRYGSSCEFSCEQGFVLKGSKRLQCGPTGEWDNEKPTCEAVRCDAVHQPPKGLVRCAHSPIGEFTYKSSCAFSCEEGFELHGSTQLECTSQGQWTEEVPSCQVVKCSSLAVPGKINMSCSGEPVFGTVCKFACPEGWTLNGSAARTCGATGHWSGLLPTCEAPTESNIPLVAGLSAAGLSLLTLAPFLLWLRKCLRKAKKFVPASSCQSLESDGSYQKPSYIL
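Test system: HUVEC; input: 3,000 HUVEC/well; measured by: immunofluorescence imaging; read-out: % PE-positive cells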
Starred values were filed as active, the others as inactive; nt = not tested or not shown; [ ] = another dose, or the depositor's remark.

SMILES | PGC1a acetyl inh | RAD54 inh | Cneo AK release | ERAP1 inh | miR122 inh | PglD inh | RAD52 inh | E-sel inducer
COc1ccc(-c2nn(CCC#N)cc2C(=O)Nc2ccccn2)cc1OC | 3 | 1 | 0 | -3 | 5 | -7 | -26 | 0.4
O=S(=O)(c1ccccc1)N1CCCCN2[C@H](CO)[C@H](c3ccc(-c4ccccc4F)cc3)[C@@H]2C1 | -11 | -4 | 6 | nt | -5[16.7 µM] | 2 | 1 | -0.6
COc1ccccc1NC(=O)N[C@@H]1C=C[C@@H](CC(=O)N[C@H](C)c2ccccc2)O[C@H]1CO | 9 | -7 | 2 | -2 | nt | -2 | -21 | -0.1
O=C(C[C@H]1CC[C@H]2[C@@H](COC[C@H](O)CN2C(=O)Nc2ccc(Cl)c(Cl)c2)O1)NCc1ccc(Cl)c(Cl)c1 | 6 | 5 | -9 | -1 | -17[16.7 µM] | 6 | 9 | -0.1
O=C(O)C1CCCCC1C(=O)Nc1ccccc1C(=O)N1CCN(c2ccc(F)cc2)CC1 (stereo not given) | 3 | 6 | nt | nt | -2 | 2 | nt | nt
CC1Cc2ccccc2N1CC(=O)NCc1ccccc1Cl (stereo not given) | nt | -4 | -1 | 7 | 2 | 1 | -4 | -0.3
c1ccc2c(c1)nc(NCCN1CCOCC1)c1nncn12 | 0 | 6 | 3 | -8 | -3 | -1 | -8 | 0.2
Cc1cc(C(=O)OCC(=O)Nc2cc(Cl)ccc2C)c(C)o1 | -1 | -4 | 2 | 1 | 11 | 1 | 5 | nt
COc1ccc(N2C(=O)CC(NCc3ccc(F)cc3)C2=O)cc1 (stereo not given) | 5 | -6 | 0 | nt | 2 | -3 | nt | nt
Cc1ccc(S(=O)(=O)C(C#N)c2nc3ccccc3nc2N2CCN(C)CC2)cc1C (stereo not given) | nt | 1 | 1 | nt | 4 | -1 | nt | nt
CCCNC(=O)[C@@H]1[C@@H](CO)[C@@H]2Cn3c(ccc(C4=CCCC4)c3=O)[C@@H]2N1C(=O)c1cnccn1 | nt | 5 | 0 | 1 | 2[16.7 µM] | -3 | -21 | -0.2
Oc1ccc[n+](CCCCC[n+]2cccc(O)c2)c1 | -1 | -2 | 4 | nt | -3 | -2 | -12 | 3.0
CCCOc1cccc(C2C(C(=O)c3ccc(C)o3)=C(O)C(=O)N2CCN2CCOCC2)c1 (stereo not given) | 34 | 7 | -2 | 2 | 0 | -2 | -16 | nt
CCOC(=O)c1cnn2c1[nH]c(=O)c1ccccc12 | -3 | -9 | -4 | nt | -4 | 1 | nt | nt
CCC(C)c1ccccc1NC(=O)COc1ccc(-n2cnnn2)cc1 (stereo not given) | -2 | 3 | -1 | 1 | 2 | 3 | -13 | 0.0
O=C(Oc1ccc2ccccc2c1)c1ccccc1 | 13 | -3 | -2 | nt | 0 | 0 | nt | nt
Nc1ccccc1OCCOc1ccccc1N | 12 | 10 | 0 | 1 | -7 | -5 | -15 | nt
Cc1c(Cc2ccccc2)c(=O)oc2cc(OCC(=O)N3CCC(C(N)=O)CC3)ccc12 | 0 | 3 | 0 | 4 | -6 | 0 | -8 | nt
COc1cccc(N2CC(C(=O)Oc3ccc4ccccc4c3)CC2=O)c1 (stereo not given) | nt | 4 | -4 | 2 | 8 | 2 | -7 | nt
O=C(C[C@H]1C=C[C@@H](NC(=O)CCN2CCCCC2)[C@@H](CO)O1)Nc1ccc(-c2ccccc2)cc1 | -11 | 0 | -1 | -4 | 5[16.7 µM] | 1 | 18 | 0.4
CC(=O)NC(CC(=O)NCC(c1ccco1)N(C)C)c1ccccc1 (stereo not given) | 7 | 9 | -3 | nt | 3 | nt | nt | nt
CCNC(=O)NC(=O)C(C)Sc1nc2cc(C(=O)OC)ccc2c(=O)n1-c1ccccc1 (stereo not given) | 5 | 4 | 1 | nt | -1 | 4 | nt | nt
CO[C@@H]1CN(C)C(=O)c2ccc(NS(C)(=O)=O)cc2OC[C@H](C)N(CC2CCOCC2)C[C@H]1C | 9 | 0 | -2 | 0 | 3[16.7 µM] | -43 | -2 | 0.1
CCCC(=O)Nc1c(-c2cccs2)c(=O)c2ccccc2n1C | -12 | -3 | 1 | nt | 2 | -6 | nt | nt

Fetched one by one from the list above:
SMILES | PGC1a acetyl inh | RAD54 inh | Cneo AK release | ERAP1 inh | miR122 inh | PglD inh | RAD52 inh | E-sel inducer
c1ccc2c(c1)nc(NCCN1CCOCC1)c1nncn12 | 0 | 6 | 3 | -8 | -3 | -1 | -8 | 0.2
O=C(C[C@H]1C=C[C@@H](NC(=O)CCN2CCCCC2)[C@@H](CO)O1)Nc1ccc(-c2ccccc2)cc1 | -11 | 0 | -1 | -4 | 5[16.7 µM] | 1 | 18 | 0.4
O=C(C[C@H]1CC[C@H]2[C@@H](COC[C@H](O)CN2C(=O)Nc2ccc(Cl)c(Cl)c2)O1)NCc1ccc(Cl)c(Cl)c1 | 6 | 5 | -9 | -1 | -17[16.7 µM] | 6 | 9 | -0.1
CC(=O)NC(CC(=O)NCC(c1ccco1)N(C)C)c1ccccc1 (stereo not given) | 7 | 9 | -3 | nt | 3 | nt | nt | nt
Cc1ccc(S(=O)(=O)C(C#N)c2nc3ccccc3nc2N2CCN(C)CC2)cc1C (stereo not given) | nt | 1 | 1 | nt | 4 | -1 | nt | nt

(cont.)
SMILES | PGC1a acetyl inh | RAD54 inh | Cneo AK release | ERAP1 inh | miR122 inh | PglD inh | RAD52 inh | E-sel inducer
C[C@H](CO)N1C[C@H](C)[C@@H](CN(C)C(=O)Nc2ccc3c(c2)OCO3)Oc2ccc(NC(=O)CCCCCC(=O)Nc3ccccc3N)cc2CC1=O | -4 | 0 | -1 | 1 | 10[16.7 µM] | 3 | 5 | -14
O=C(c1ccc2c(c1)OCO2)N(CC1CCCO1)C1(C(=O)NC2CCCC2)CCCCC1 (stereo not given) | -17 | -3 | 0 | nt | 3 | 3 | nt | nt
CN(C)C(=O)C[C@@H]1CC[C@H]2[C@@H](COC[C@@H](O)CN2C(=O)C2CCCC2)O1 | 7 | -1 | -2 | nt | -1[16.7 µM] | -1 | nt | 0.2
CN1c2ccc(C3=CCCCC3)cc2[C@@H]2[C@@H](CCN2S(=O)(=O)c2ccc(F)cc2)[C@H]1CO | -7 | 6 | -1 | nt | -8[16.7 µM] | 4 | nt | -0.5
CCOC(=O)C1(CCOc2ccccc2)CCN(Cc2cnc(C)[nH]2)CC1 | 2 | nt | nt | -3 | nt | nt | -10 | 5.3
C[C@@H]1CCCCO[C@H](CN(C)C(=O)Nc2ccc3c(c2)OCO3)[C@@H](C)CN([C@H](C)CO)C(=O)c2cc(NS(C)(=O)=O)ccc2O1 | 6 | -11 | 1 | -2 | -3[16.7 µM] | 1 | 5 | -0.1
COc1ccc(C(=O)Oc2cc(/C=N/NS(=O)(=O)c3ccccc3)ccc2OC)cc1 | 48 | 0 | -1 | nt | 15 | 1 | nt | nt
CCn1c(SCC(=O)NC(=O)NCc2ccco2)nc2sc(C)c(C)c2c1=O | 4 | -5 | -1 | nt | 7 | -1 | nt | nt
CC1=NN(C(N)=S)C(=O)C1N=Nc1ccccc1Cl (stereo not given) | 9 | 4 | 6 | -1 | -5 | -5 | -16 | -0.1
COCCNC(=O)C[C@@H]1C[C@@H]2c3cc(NC(=O)Nc4ccccc4F)ccc3O[C@@H]2[C@H](CO)O1 | 0 | 13 | 0 | nt | 8[16.7 µM] | 0 | nt | 0.3
CN(CC(=O)Nc1cccc(Cl)c1)S(=O)(=O)c1ccc2[nH]c(=O)oc2c1 | 4 | 0 | 4 | -4 | 2 | -4 | -18 | nt
O=C(C[C@H]1CC[C@H](NC(=O)Cc2cccnc2)[C@@H](CO)O1)NCc1ccc2c(c1)OCO2 | -2 | -2 | 3 | 4 | -1[16.7 µM] | 0 | 12 | -0.6
Cc1cccc2cc(COC(=O)COc3ccccc3)c(=O)[nH]c12 | 20 | -1 | 0 | nt | -3 | 7 | nt | nt
CCN1CCN(S(=O)(=O)c2ccc(Cl)c(C(=O)NCCc3ccccc3)c2)CC1 | -20 | nt | nt | 6 | -4 | nt | 6 | -0.5
COc1cccc(NC(=O)N(C)C[C@@H]2Oc3cc(/C=C/c4ccccc4)ccc3S(=O)(=O)N([C@H](C)CO)C[C@H]2C)c1 | -1 | 4 | -7 | 0 | nt | 3 | 0 | 0.6
Cc1ccc(-c2[nH]nc3c2C(c2cccnc2)C(C#N)=C(N)O3)cc1 (stereo not given) | -9 | -2 | 0 | nt | 5 | 4 | nt | nt
CC[C@]12c3[nH]c4ccc(Cl)cc4c3CCN1C(=O)[C@@H](CC(=O)NCCCN(C)C)C[C@@H]2C(=O)N1CCN(C(=O)c2ccco2)CC1 | 2 | 8 | 16 | 2 | 5 | 5 | 8 | 3.8
COCC(=O)Nc1ccc2c(c1)[C@@H]1C[C@@H](CC(=O)N3CCCCC3)O[C@H](CO)[C@@H]1O2 | -10 | -12 | -3 | nt | 2[16.7 µM] | 6 | nt | -0.2
CCCN1C(=O)c2cc(C(=O)NCc3ccc(OC)cc3)ccc2C1O (stereo not given) | 2 | 4 | -1 | -4 | 6 | 3 | -8 | nt
CCOC(=O)C1=CN(Cc2cccc(Br)c2)S(=O)(=O)N(CC)C1C (stereo not given) | nt | 0 | -2 | 0 | nt | 7 | 3 | 0.9
O=C(C[C@H]1CC[C@H]2[C@@H](COC[C@@H](O)CN2S(=O)(=O)c2ccc(Oc3ccccc3)cc2)O1)NCCN1CCCCC1 | -3 | 2 | 0 | -1 | -10[16.7 µM] | -2 | 19 | 0.1
Cc1ccc(NS(=O)(=O)c2ccc3c(c2)OCCCO3)cc1S(=O)(=O)N1CCOCC1 | -10 | 9 | 0 | 2 | 1 | 0 | -17 | nt
O=C(CNC(=O)c1ccccc1F)Nc1ccccc1C(F)(F)F | 2 | 13 | 0 | 4 | 32 | 1 | 3 | 2.4
CC(C)CN(C(=O)CCC1CCCCC1)c1c(N)n(CC(C)C)c(=O)[nH]c1=O | 20 | nt | nt | 0 | 1 | nt | -131 | nt
CC(=O)Nc1ccc2nc(-c3cccs3)[nH]c2c1 | 7 | 20 | 11 | nt | 2 | -3 | nt | nt
Cc1ccc(OCC(=O)Nc2ccc(NC(=O)c3ccccc3)c(C)c2)cc1 | -4 | 5 | -1 | -1 | -5 | 0 | 0 | -0.2
CCOc1ccc(NS(=O)(=O)c2cc(OC)ccc2OC)cc1 | 3 | -5 | -3 | 5 | 61 | 0 | 5 | nt
CC(C)C(OC(=O)c1cc2occc2n1C)C(=O)NCc1ccc2c(c1)OCO2 (stereo not given) | 2 | -6 | 3 | 3 | nt | 3 | -7 | nt
O=C(CSc1nnc(CNC(=O)c2ccco2)o1)Nc1ccccc1F | 2 | 7 | -2 | 2 | -2 | -1 | -7 | 9.0
Cc1ccc(/C=C2/CNC/C(=C/c3ccc(C)cc3)C2=O)cc1 | 74* | nt | nt | 3 | 3 | nt | -12 | 0.6
C[C@H]1CN([C@@H](C)CO)C(=O)c2ccccc2-c2ccccc2CO[C@H]1CN(C)Cc1ccc2c(c1)OCCN2C | -1 | -2 | -3 | -2 | nt | -2 | 1 | -0.3
CCC1(C)Cc2ccccc2-c2c1c(=O)n(-c1ccc(C)cc1)c1nnnn21 (stereo not given) | 7 | 6 | -1 | nt | 2 | -3 | nt | nt
CCC(=O)NCCc1nc2cc(NC(=O)c3ccc(F)cc3)ccc2n1C | 5 | -2 | -5 | -7 | -1 | -4 | -7 | -0.2
CCOc1cc(/C=C2\C(=O)N(c3nc(-c4ccc(Br)cc4)cs3)N=C2c2ccccc2)ccc1O | 3 | 6 | -1 | nt | -3 | 1 | nt | nt
O=C(CSc1nc2c(c(=O)n1-c1ccc(Br)cc1)SCC2)NCC1CCCO1 (stereo not given) | -6 | -6 | -1 | nt | 3 | -5 | nt | nt
Cc1ccc(NC(=O)C2CCN(S(=O)(=O)c3cccc4cccnc34)CC2)nc1 | -12 | 1 | 2 | nt | 2 | -1 | -18 | nt
C/C=C/c1ccc2c(c1)O[C@@H](CN(C)C(=O)C1CCOCC1)[C@H](C)CN([C@@H](C)CO)S2(=O)=O | -3 | 2 | 0 | 2 | -1[16.7 µM] | 1 | -11 | 1.0
